Source: PubChem BioAssay
FUS yeast rescue: qHTS for Suppressors of FUS Proteinopathy: Primary screen using FUS-linked yeast assay. Potency, µM (highest dose often 76.6 µM), for inactives: top-dose growth rescue (activation), most hits filed as activators. AID 1347120, 2019. hit rate 0.24% among 390,000. S. cerevisiae FUS-expressing, growth rescue, OD600, 24 h;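 further: potency means the concentration at half of the fitted maximal effect; plate controls were DMSO vehicle for no effect and reference control for full effect; nearly all actives have a fitted effect of over 55% in size; some results filed as inactive show a strong effect at the top dose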
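Compound concentration series was pinned onto galactose-induced FUS-expressing yeast seeded at OD 0.005. Plates sat 24hr at 30C; absorbance at 600 nm gave growth. DMSO served as background control.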
EPAC1 antagonist: qHTS for Antagonist of cAMP-regulated guanine nucleotide exchange factor 3 (EPAC1): primary screen; EPAC1 GEF assay, Rap1b-BODIPY-GDP exchange fluorescence; Potency, µM (top dose mostly 115 µM), without a hit: at the top dose activity change, negative = inhibition, actives largely listed as inhibitors; hit rate 0.14% among 360,000;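 further: potency means the concentration at half of the fitted maximal effect; plate controls were vehicle for no effect and positive control for full effect; nearly all actives have a fitted effect of over 50% in size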
Abeta rescue: qHTS for compounds that reverse cellular toxicity of Amyloid beta (A-beta) peptide in yeast: Primary Screen. yeast expressing A-beta42, growth rescue, OD600, 48 h; response scale: 0% DMSO, 100% iron-clioquinol control. Potency, µM (highest dose often 46.1 µM), inactives show at the highest dose growth rescue, usual class: activators. AID 1347071, 2019. hit rate 0.063% among 410,000; further: potency means the concentration at half of the fitted maximal effect; nearly all actives have a fitted effect of over 55% in size
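Yeast growth medium received pinned compounds, then yeast cells expressing toxic A-beta were added; plates incubated at 30 C for 48 hr. Growth read as absorbance at 600 nm, normalized to DMSO and equimolar FeCl3 plus clioquinol controls.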
PLK1 PBD inh: qHTS for Inhibitors of PLK1-PDB (polo-like kinase 1 - polo-box domain): Primary Screen; Serine/threonine-protein kinase PLK1 (Homo sapiens), P53350; Plk1 PBD binding of FITC phosphopeptide, fluorescence polarization; Potency, µM, for the others: max response, negative = inhibition, usual class: inhibitors; hit rate 2.8% among 360,000; AID 720504, 2013; further: potency means the concentration at half of the fitted maximal effect; series mostly up to about 57 µM; on the % scale 0 is the no-effect control and ±100 the full control effect; nearly all actives have a fitted effect of over 65% in size
Target sequence (P53350 whole entry, looked up, the tested form may be a part): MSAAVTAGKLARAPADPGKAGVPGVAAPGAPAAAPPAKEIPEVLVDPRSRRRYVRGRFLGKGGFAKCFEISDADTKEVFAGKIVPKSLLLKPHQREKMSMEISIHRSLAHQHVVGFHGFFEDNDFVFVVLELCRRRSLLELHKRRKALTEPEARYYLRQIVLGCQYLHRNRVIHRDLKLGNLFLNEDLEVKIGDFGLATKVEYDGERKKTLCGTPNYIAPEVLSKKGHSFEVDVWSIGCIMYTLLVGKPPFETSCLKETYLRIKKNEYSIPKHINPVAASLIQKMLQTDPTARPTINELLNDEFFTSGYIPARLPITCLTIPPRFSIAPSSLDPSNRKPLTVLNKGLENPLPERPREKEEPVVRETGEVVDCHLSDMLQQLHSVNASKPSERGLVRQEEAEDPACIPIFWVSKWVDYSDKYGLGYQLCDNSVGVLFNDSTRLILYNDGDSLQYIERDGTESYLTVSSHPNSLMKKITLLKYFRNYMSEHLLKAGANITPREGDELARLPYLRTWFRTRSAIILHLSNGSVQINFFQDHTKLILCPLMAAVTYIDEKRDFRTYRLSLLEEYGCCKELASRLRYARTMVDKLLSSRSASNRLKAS
EPAC1 ag: qHTS for Agonist of cAMP-regulated guanine nucleotide exchange factor 3 (EPAC1): primary screen; EPAC1 agonist qHTS, biochemical assay; response scale: 100% = response to 6.5 mM cAMP; Potency, µM (highest dose often 154 µM), without a hit: top-dose activation, actives largely listed as activators; hit rate 0.073% among 360,000; further: potency means the concentration at half of the fitted maximal effect; nearly all actives have a fitted effect of over 60% in size
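Nucleotide exchange assay: 100 nM EPAC1 with 250 nM Rap1B loaded with BODIPY-GDP and 50 uM GDP, room temperature. Fluorescence (480/540 nm) read every 5 min for 30 min; signal change normalized to 6.5 mM cAMP as full agonist.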
PI5P4Ka inh: qHTS for Inhibitors of phosphatidylinositol 5-phosphate 4-kinase (PI5P4K) | hit rate 1.2% among 330,000 | max response, % | PI5P4Kalpha enzyme, ADP-Glo luminescence, 60 min; hits give low values | AID 652105, 2013; active means max response of -50% or lower; inconclusive means between -30% and -50%; inactive means -30% or higher; further: value at the top dose of about 77 µM; on the % scale 0 is the no-effect control and ±100 the full control effect
Target sequence (P48426 whole entry, looked up): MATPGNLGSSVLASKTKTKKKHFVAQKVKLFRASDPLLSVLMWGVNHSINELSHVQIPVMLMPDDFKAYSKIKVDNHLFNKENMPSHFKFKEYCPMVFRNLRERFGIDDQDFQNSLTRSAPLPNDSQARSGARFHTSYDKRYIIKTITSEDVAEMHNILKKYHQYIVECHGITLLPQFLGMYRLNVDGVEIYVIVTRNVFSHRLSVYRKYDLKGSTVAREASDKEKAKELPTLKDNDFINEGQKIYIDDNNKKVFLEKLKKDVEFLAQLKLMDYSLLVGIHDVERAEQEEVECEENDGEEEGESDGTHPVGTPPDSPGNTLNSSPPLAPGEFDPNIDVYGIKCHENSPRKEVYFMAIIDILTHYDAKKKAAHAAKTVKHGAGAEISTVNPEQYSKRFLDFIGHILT
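Quantitative HTS of the MLSMR library against PI5P4Kalpha with substrate. ATP added last at 5 microM final; room temperature, 60 minutes. Remaining ATP depleted, ADP converted and read as luminescence.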
IL-2 act: qHTS of IL-2 Activators; IL-2 activation reporter assay, cell-based qHTS; stimulated with anti-CD3/CD4/CD28 beads; in transgenic mouse T cells; AID 652025, 2013; hit rate 0.065% among 360,000; activation, % (series mostly up to about 46 µM); in the data active means activation above about 50%; inconclusive means mostly about 30% to 49%; further: 0% is about no effect
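First, unstimulated transgenic mouse T cells were exposed to compound for 60 min. Next, anti-CD3/anti-CD4-coated beads with anti-CD28 were added. Finally, after 18 h at 37 degrees C, EGFP and DsRed were imaged.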
WRN inhibitor: qHTS for Inhibitors of WRN Helicase; Potency, µM (doses to about 114 µM), for inactives: at the highest dose activity change, negative = inhibition, actives largely listed as inhibitors; AID 651768, 2012; hit rate 0.46% among 360,000; Bifunctional 3'-5' exonuclease/ATP-dependent helicase WRN (Homo sapiens), Q14191; WRN helicase unwinding, fluorescent forked duplex, kinetic; further: potency means the concentration at half of the fitted maximal effect; on the % scale 0 is the no-effect control and ±100 the full control effect; nearly all actives have a fitted effect of over 55% in size
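Enzyme (20 nM final) and test compound sit together 15 min at room temperature before substrate addition. Substrate is a single-forked duplex oligonucleotide (100 nM) labelled with fluorophore and quencher, with 2 mM ATP; helicase unwinding raises red fluorescence, read kinetically.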
Active calls of the source: *; ? = inconclusive; . = no result given; & = joins results of further samples; [ ] = dose if it differs, or a comment. Unless noted, the call rests on the fitted dose curve; in most records, active means well fitted curve in the direction sought with a large enough effect; inconclusive means small, poorly fitted or top-dose-only effect, or another doubt; inactive means no such curve, though single readings can be large; an effect the other way counts as inactive or inconclusive.

SMILES	FUS yeast rescue	EPAC1 antagonist	Abeta rescue	PLK1 PBD inh	EPAC1 ag	PI5P4Ka inh	IL-2 act	WRN inhibitor
Cc1cccc(C)c1-n1nnnc1C(c1ccnc2ccccc12)N1CCOCC1 (centres undefined)	12%	10%	14%	-3%	2%	-1	0.4	6%
Cc1ccc(-c2nc3s/c(=C\c4ccco4)c(=O)n3n2)cc1	5%	22%	11%	-9%	5%	.	-2.3	-15%[57.1 µM]
CCC(=O)N(Cc1cc2cc(OC)ccc2[nH]c1=O)c1cccc(C)c1	30%	20%	-8%	-8%	-2%	2	-1.1	12%
COC(=O)C1=CN(c2ccc(Oc3ccccc3)cc2)C(N)=C(C#N)C1c1cccc(F)c1 (centres undefined)	?	-3%	-11%	0%	9%	-3	-0.4	-12%
CS(=O)(=O)c1ccc(NCCc2ccccn2)c([N+](=O)[O-])c1	-2%	2%	11%	-7%	8%	-10	1.4	-2%
Cn1cc(/C=C(\NC(=O)c2ccccc2)C(=O)NCCN2CCOCC2)c2ccccc21	17%	13%	-2%	-12%	-1%	2	-4.2	-6%
Cc1ccc(-c2nn(-c3ccccc3)cc2NC(=O)c2ccccc2)cc1	23%	?	-17%	0%	8%	5	-5.6	-6%
Cc1ccccc1C(=O)NCC(=O)OC1CCCCC1=O (centres undefined)	29%	-20%	-5%	-9%	-31%[inhibitor]	-4	1.8	-19%
COc1ccc(CC(NC(C)=O)C(=O)NC2CCN(C(=O)c3ccccc3F)CC2)cc1 (centres undefined)	16%	-8%	-14%	-7%	6%	6	5.2	-2%
Cc1ccc(S(=O)(=O)N2CCOCC2)cc1C(=O)N1CC(C)CC(C)C1 (centres undefined)	9%	?	-10%	-9%	-1%	3	0.3	-2%
O=C(O)COc1ccc(/C=N/NC(=O)c2cccc3ccccc23)cc1	-3%	12%	-18%	-1%	1%	-13	0.7	7%[57.1 µM]
CCCC#CCN1CCN(C23CC4CC(CC(C4)C2)C3)CC1	-1%	10%	-11%	-18%	3%	1	0.4	2%
CN(Cc1ccccc1)S(=O)(=O)c1ccc(NC(=S)NC(=O)C2CCCC2)cc1	5%	-6%	4%	-11%	10%	.	-3.6	-8%
CCOC(=O)c1c(C)n(C)c2ccc(OC)c(NC(=O)CN3CCC4(CC3)OCCO4)c12	11%	-2%	0%	-5%	-2%	.	-0.4	-1%
Cn1ccnc1SCCNC(=O)CCc1nnc(CCc2ccccc2)o1	11%	10%	-24%	-16%	2%	1	-1.3	-4%
NC1=NC(=O)/C(=C/c2ccc(-c3ccc(S(N)(=O)=O)cc3)o2)S1	40%	-18%	-6%	5%	-18%	-12	2.7	35µM*
CCCCC(CC)C(=O)Nc1ccc(S(=O)(=O)Nc2nccs2)cc1 (centres undefined)	-28%	-7%	-3%	-10%	-2%	0	-2.7	2%
c1nc(NCc2ccc3c(c2)OCO3)c2cc(-c3ccc4c(c3)OCCO4)ccc2n1	14%	-11%	4%	.	-1%	.	-0.1	.
O=C(/C=C/c1ccoc1)c1ccccc1O	6%	19%	-3%	5%	-7%	-4	-0.4	-8%[57.1 µM]
CN(C)S(=O)(=O)c1cc(NC(=O)COC(=O)c2nc(Cl)ccc2Cl)ccc1Cl	18%	-10%	19%	-8%	13%	-6	-0.6	-9%
Cc1nc(SC2CC(=O)N(c3ccccc3)C2=O)n[nH]1 (centres undefined)	21%	-5%	-47%[inhibitor]	30µM*	11%	?	-4.2	-34%[57.1 µM]
CC1Sc2ccc(S(=O)(=O)CCC(=O)N3CCN(c4cccc(Cl)c4)CC3)cc2NC1=O (centres undefined)	3%	-8%	12%	-20%	16%	4	-0.1	-3%
CCOC(=O)N1CCC(Nc2c(NCCN3CCN(c4ccccc4F)CC3)c(=O)c2=O)CC1	-16%	-3%&9%	-8%&2%	-3%&-7%	-8%&-1%	0&2	-2.2&-2.8	1%&-1%
CCOC(=O)C(CC(C)C)CP(=O)(O)CNC(=O)OCc1ccccc1 (centres undefined)	.	7%	5%	2%	6%	-2	-5.8	-1%
O=C(/C=C/c1cccs1)Nc1ccc(N2CCOCC2)c(S(=O)(=O)Nc2ccccc2Cl)c1	15%	22%	19%	0%	7%	-13	-0.7	-25%[57.1 µM]
Other entries
SMILES	FUS yeast rescue	EPAC1 antagonist	Abeta rescue	PLK1 PBD inh	EPAC1 ag	PI5P4Ka inh	IL-2 act	WRN inhibitor
CSc1nnc(-c2cc(-c3ccc(C)cc3)nc3ccccc23)o1	.	-9%	-13%	0%	12%	17	-2.4	-27%
C=CCOC(=O)C1=C(C)NC(C)=C(C(=O)OCC=C)C1/C=C/c1ccccc1	41%	-12%	-6%	-5%	1%	23	-2.9	-14%
CCCCN(CCCC)CC(O)COc1ccccc1Br (centres undefined)	.	-19%	20%	-16%	2%	2	-0.1	5%
COC(=O)[C@@H](NC(=O)NCc1ccco1)C(C)C	15%	-10%	2%	-5%	-9%	.	-0.3	1%
Cc1cccc(N(C(=O)c2snc(C(N)=O)c2N)C(C(=O)NCc2ccccc2)c2ccncc2)c1 (centres undefined)	29%	9%	2%	-8%	4%	3	0.9	6%
Cc1cccc(NC(=O)[C@H](NC(=O)[C@@H]2Cc3ccccc3CN2)c2ccccc2)c1	19%	0%	.	-5%	-3%	-9	-0.5	-4%
CCCCN(C)Cc1c(C)[nH]c2ccc(OCC)cc2c1=O	-9%	2%	4%	-7%	8%	0	-3.3	-2%
COc1ccccc1NC(=O)N1CCC(c2nc3cc(C)c(C)cc3[nH]2)CC1	14%	-4%	-10%	-24%	-7%	4	2.1	-4%
Cc1ccc(N2C(=O)NC3(CCCCC3)C2=O)cc1	-13%	11%	10%	3%	1%	0	-1.7	1%
O=C(NC1CCCCC1)[C@H](CSCc1ccccc1)N1Cc2ccccc2C1=O	-17%	-15%	13%	-4%	-6%	4	-1.7	-6%
O=C(NNc1ccccc1)C(=O)NNS(=O)(=O)c1ccc([N+](=O)[O-])cc1	-11%	-6%	-20%	-5%	11%	1	-1.7	-13%[57.1 µM]
CCCC1C2C(=O)N(c3ccc(OC)cc3)C(=O)C2ON1c1ccccc1 (centres undefined)	30%	5%	25%	-6%	0%	.	-0.5	-2%
COc1cc(OC)c(OC)cc1/C=N/NC(=S)NCC1CCCO1 (centres undefined)	25%	6%	-4%	-3%	0%	.	-1.7	3%
O=C(Nc1ccccc1)c1cc(Cl)nc2ccccc12	.	-11%	7%	5%	-4%	4	-1.4	-13%
O=C(N/N=C/C=C\c1ccccc1[N+](=O)[O-])c1ccncc1	16%	-25%	-13%	-3%	-1%	-3	-0.9	-1%
CCOc1ccc(C2CC(c3ccc(CC)cc3)n3nc(N)nc3N2)cc1 (centres undefined)	11%	8%	-8%	?	-4%	-1	1.0	0%
O=S(=O)(c1ccc(F)cc1)N1CCc2ccccc21	-10%	2%	-26%	20%	-3%	0	2.7	-6%
COc1ccc2oc(C(=O)OCC(=O)NC3CCCC3)c(C)c2c1	10%	?	1%	-9%	-4%	-4	-1.2	-4%
CCOc1ccc(C(=O)NCC(=O)OCC(=O)NC2CCCC2)cc1	13%	-1%	9%	-13%	12%	4	1.5	-7%
O=C(COc1ccc([N+](=O)[O-])cc1)NCc1ccccc1	20%	-2%	-3%	-1%	5%	.	-2.3	-9%
Nc1nc2ccccc2cc1C(=O)NCc1cccs1	7%	-22%	1%	-8%	13%	-3	-0.8	-4%
Cc1ccc(CSc2nnc(SCC(=O)N/N=C/c3c(C)nn(-c4ccccc4)c3C)s2)cc1	39%	10%	2%	0%	20%	-3	0.7	-10%
Cc1cc(-c2cc(C(=O)NC3CCCC3)on2)nc(NC2CCCC2)n1	5%	5%	-4%	-1%	18%	-1	-0.2	-5%
Fc1ccccc1-n1c(-c2ccc3ccccc3n2)n[nH]c1=S	14%	-11%	0%	-27%	-4%	-10	-3.5	-11%
CCN(CC(=O)Nc1c(F)cccc1F)C(=O)CNC(=O)c1cccc(C)c1	-12%	11%	-18%	3%	-1%	4	-0.9	-16%[57.1 µM]

4 compounds already listed, ordered by SMILES length, low to high.
SMILES	FUS yeast rescue	EPAC1 antagonist	Abeta rescue	PLK1 PBD inh	EPAC1 ag	PI5P4Ka inh	IL-2 act	WRN inhibitor
Cc1ccccc1C(=O)NCC(=O)OC1CCCCC1=O (centres undefined)	29%	-20%	-5%	-9%	-31%[inhibitor]	-4	1.8	-19%
CCCCN(C)Cc1c(C)[nH]c2ccc(OCC)cc2c1=O	-9%	2%	4%	-7%	8%	0	-3.3	-2%
COc1ccc2oc(C(=O)OCC(=O)NC3CCCC3)c(C)c2c1	10%	?	1%	-9%	-4%	-4	-1.2	-4%
Cc1cccc(C)c1-n1nnnc1C(c1ccnc2ccccc12)N1CCOCC1 (centres undefined)	12%	10%	14%	-3%	2%	-1	0.4	6%

Next structures follow:
SMILES	FUS yeast rescue	EPAC1 antagonist	Abeta rescue	PLK1 PBD inh	EPAC1 ag	PI5P4Ka inh	IL-2 act	WRN inhibitor
COc1ccc(CN(CC(=O)NCc2ccco2)C(=O)CCC(=O)Nc2ccccn2)cc1	-15%	23%	?	0%	-1%	1	2.3	0%[57.1 µM]
N#CC1=C(S)N=C(N)C(c2nc(-c3ccccc3)cs2)C12CCCCC2 (centres undefined)	.	0%	11%	-10%	4%	?	-0.6	-6%
CN1CCC(=NNc2ncnc3sc4c(c23)CCCC4)CC1	?	6%	-16%	-13%	-4%	-6	-1.4	-16%
O=C(O)CCCc1nc(-c2ccc(Cl)cc2)no1	-15%	3%	-45%[inhibitor]	1%	-3%	-3	-3.8	8%
CCOC(=O)CC(=O)CSc1ccc2nnc(-c3ccc(F)cc3)n2n1	10%	10%	-33%	-8%	-2%	.	-2.0	-9%
CCOC(=O)C1=C(O)/C(=C/c2ccc(OCC(=O)O)c(OC)c2)SC1=Nc1ccc(OC)cc1	.	-10%	0%	-9%	-16%	-28	0.2	-25%
CC(C)Oc1ccc(CNC(=O)Cn2ccc3cc(S(=O)(=O)N4CCCC4)ccc32)cc1	12%	-13%	5%	-15%	-1%	1	-0.3	-4%
COc1cccc(NC(=O)CN(C)C(=O)c2ccc(NC3CC3)c([N+](=O)[O-])c2)c1	.	-16%	-9%	-8%	8%	-8	-3.2	12%
